Screening data: PubChem, several laboratories
PLAP act: PLAP enzyme activators, biochemical, luminescence, HTS | AID 696, 2007 | purified PLAP enzyme, luminescent substrate read-out; hits give high values | Alkaline phosphatase, placental type (Homo sapiens), P05187 | 96,000 tested, 1.2% active | activation fold at 20 µM; in the data active means activation fold above about 2
Target sequence (P05187 whole entry, looked up): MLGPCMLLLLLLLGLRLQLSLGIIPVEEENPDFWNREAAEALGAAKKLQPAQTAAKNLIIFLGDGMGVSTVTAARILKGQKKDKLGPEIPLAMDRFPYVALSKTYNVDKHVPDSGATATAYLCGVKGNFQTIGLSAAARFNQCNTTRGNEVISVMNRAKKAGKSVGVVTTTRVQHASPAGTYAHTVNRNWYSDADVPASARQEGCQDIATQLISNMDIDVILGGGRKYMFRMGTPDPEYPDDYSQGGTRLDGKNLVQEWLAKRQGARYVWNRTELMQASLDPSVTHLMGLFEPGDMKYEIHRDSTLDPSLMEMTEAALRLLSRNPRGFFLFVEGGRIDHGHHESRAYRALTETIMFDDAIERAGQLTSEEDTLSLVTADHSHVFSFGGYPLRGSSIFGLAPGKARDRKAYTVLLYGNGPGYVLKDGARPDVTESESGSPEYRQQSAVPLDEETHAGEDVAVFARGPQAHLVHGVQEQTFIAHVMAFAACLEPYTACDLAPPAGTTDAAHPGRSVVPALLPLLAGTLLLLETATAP
CD11b adhes inh: inhibitors of CD11b/CD18 adhesion to fibrinogen, primary screen, K562 cells, luminescence. Integrin beta-2 (Homo sapiens) + Integrin alpha-M (Homo sapiens), P05107+P11215. ATPlite luminescence; Mn2+ added to activate the integrin. inhibition, % at 10 µM. 93,000 tested, 0.54% active;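 active means primary inhibition of 50% or more at 10 µM, then 40% or more on retest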; further: some results filed as inactive read as strong as hits
ERb coact inh: inhibitors of ERβ-SRC1 coactivator interaction, primary screen, biochemical, TR-FRET, ERβ LBD, SRC-1 peptide. TR-FRET ER-beta LBD / SRC1-Cy5 peptide binding; receptor agonist-loaded with 1 µM estradiol. Estrogen receptor beta (Homo sapiens), Q92731. 86,000 tested, 1.3% active. inhibition, % at 25.6 µM;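 active means compounds whose percent inhibition of the receptor-coactivator binding signal exceeds about 50% in the single-dose screen, limit read from the data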;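 further: 0% = receptor plus peptide wells without compound and 100% = peptide-only wells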
Target sequence (Q92731 whole entry, looked up, the tested form may be a part): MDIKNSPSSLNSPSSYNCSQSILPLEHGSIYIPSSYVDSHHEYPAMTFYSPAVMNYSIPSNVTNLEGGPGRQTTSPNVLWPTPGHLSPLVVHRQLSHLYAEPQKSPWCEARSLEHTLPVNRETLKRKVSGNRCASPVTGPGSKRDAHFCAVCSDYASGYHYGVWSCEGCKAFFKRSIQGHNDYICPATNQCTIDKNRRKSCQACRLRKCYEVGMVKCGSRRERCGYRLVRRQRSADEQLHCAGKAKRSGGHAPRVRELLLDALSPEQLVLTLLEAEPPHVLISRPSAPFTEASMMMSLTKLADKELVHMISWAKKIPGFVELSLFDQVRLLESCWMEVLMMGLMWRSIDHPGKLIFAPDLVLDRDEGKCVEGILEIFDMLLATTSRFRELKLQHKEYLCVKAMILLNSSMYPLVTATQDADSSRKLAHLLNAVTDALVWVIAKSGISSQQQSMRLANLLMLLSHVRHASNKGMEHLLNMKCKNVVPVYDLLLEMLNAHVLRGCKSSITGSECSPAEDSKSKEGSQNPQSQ
FAK inh: FAK kinase inhibitors, primary screen, biochemical; inhibition, %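 (tested at 7 µM)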; 97,000 tested, 0.84% active; biochemical FAK kinase activity assay; in the data active means inhibition above about 19%;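 further: 0% = DMSO and 100% = reference compound high control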
Mac1 fbg enh: enhancers of CD11b/CD18 adhesion to fibrinogen, primary screen, K562 cells, luminescence; ATPlite luminescence; 93,000 tested, 0.07% active; activation, % at 10 µM; Integrin beta-2 (Homo sapiens) + Integrin alpha-M (Homo sapiens), P05107+P11215; AID 1499, 2009;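 active means 10 µM primary screen giving 50% or more activity, confirmed by 40% or more on retest at that dose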; further: strong numbers were not always called active; reference of the scale not given here
Ecoli WT expand: growth inhibitors of wild-type E. coli, primary screen, strain BW25113, expanded library, OD600. OD600 absorbance. growth inhibition, % at 100 µM. 98,000 tested, 0.15% active. AID 710, 2007;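 active means growth inhibition above about 50% at one test dose, limit read from the data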;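 further: growth measured after 20 h incubation at 37 °C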
ERa coact inh: ERα–SRC-1 coactivator interaction inhibitors, primary screen, biochemical, TR-FRET, ERα LBD, estradiol-bound; Estrogen receptor (Homo sapiens), P03372; TR-FRET ER-alpha LBD / SRC-1 peptide; inhibition, % at 25.6 µM; 86,000 tested, 1.7% active; in the data active means inhibition above about 50%;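 further: 0% = receptor plus peptide control and 100% = peptide only without receptor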
ERa SRC1 pot: enhancers of ERα–SRC-1 coactivator binding, primary screen, biochemical, TR-FRET, ERα LBD, low estradiol | Estrogen receptor (Homo sapiens), P03372 | TR-FRET ERalpha-LBD/SRC-Cy5 coactivator binding, 2 h; 100 = basal binding, no effect | coactivator binding (% of control), % at 25.6 µM | 86,000 tested, 1.3% active | AID 639, 2007; in the data active means activity above about 200%;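 further: binding measured in presence of low estradiol as agonist stimulus; 0% = peptide alone without receptor and 100% = receptor with peptide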
MT1-MMP txn act: MT1-MMP promoter reporter activation – cell-based, luciferase luminescence, primary screen; HT1080 MT1-MMP promoter luciferase reporter, overnight; hits give high values; activation factor at 10 µM; 86,000 tested, 0.16% active;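 active means activation factor of at least 2 for MT1-MMP transcription at 10 µM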
An asterisk follows results filed as active; nt = no result given; [ ] = dose if it differs, or a comment.

compound	PLAP act	CD11b adhes inh	ERb coact inh	FAK inh	Mac1 fbg enh	Ecoli WT expand	ERa coact inh	ERa SRC1 pot	MT1-MMP txn act
COc1ccc(-c2noc(CN(C(=O)c3ccc(OC(C)=O)cc3)C(C)C)n2)cc1OC	1.5	-48	-1	6	1	-4	-4	103	1
Cn1c(N)c(C(=O)COC(=O)C2(c3ccc(F)cc3)CCCC2)c(=O)n(C)c1=O	1	0	-7	nt	0	-7	-8	108	1.1
O=S(=O)(/N=S1/CC=CCN1S(=O)(=O)c1ccccc1)c1ccccc1 (stereo unspecified)	1.2	10	-11	1	0	-1	-4	83[fluorescence artefact?]	1.1
CC(=O)NC(Cc1c[nH]c2ccccc12)C(=O)Nc1ccc2c(c1)OCO2 (stereo unspecified)	1	-7	15	-2	1	7	-8[fluorescence artefact?]	96	1.1
Cc1cc(OC(=O)c2cccs2)ccc1C(C)C	0.5	2	-3	1	-2	-6	-10	91	1.1
Cc1ccc2c(c1)-c1c(cnn1CC(=O)N(CCC#N)c1ccccc1)CO2	1.6	-10	-1	3	-3	4	1	118	1.1
Cn1c(CCN2CCCCC2)nc2cc(NS(=O)(=O)c3ccc(F)cc3)ccc21	1.4	-14	24	nt	-2	-6	4[fluorescence artefact?]	95[fluorescence artefact?]	1.1
COc1cccc(C(=O)Nc2nnc(-c3cccs3)o2)c1	1.6	8	4[fluorescence artefact?]	-5	-1	80*	13	99	1.3
COc1ccc(N2C(=O)CC(NCc3cccs3)C2=O)cc1 (stereo unspecified)	1	-22	4	-2	0	-11	-13	134	1.1
CC(=O)Nc1ccc(S(=O)(=O)NCC2CCC(C(=O)N3CCCCCC3)CC2)cc1 (stereo unspecified)	1.3	nt	0	-9	nt	3	0	112	1
CC(=O)OC12CC3CC(C1)C(=NO)C(C3)C2	1.1	nt	-16	-1	nt	8	-16	92	1.1
Cc1c(/C(O)=C2\C(=O)C(=O)N(CCN(C)C)C2c2cccs2)cnn1-c1ccccc1 (stereo unspecified)	nt	nt	-35	1	nt	4	-44	97	1.5
CC(C)c1nc2cc3ccccc3cc2[nH]1	1	25	1	6	-4	-1	-1	126	nt
COCCOC(=O)/C=C1/NC(=O)CS1	0.9	-17	2	-9	1	-3	6[fluorescence artefact?]	115	1.3
CCS(=O)CCSc1nc2ccccc2s1 (stereo unspecified)	1.2	nt	12[fluorescence artefact?]	3	nt	1	-7	77	1.2
COc1ccc(NC(=O)CSc2nnc(Cn3c(=O)sc4ccccc43)n2C)c(OC)c1	nt	nt	-10	nt	nt	-5	-5	112	1.1
CN(C)S(=O)(=O)c1cccc(C(=O)Nc2cc(Cl)ccc2O)c1	1.3	4	1[fluorescence artefact?]	2	-5	-16	-12[fluorescence artefact?]	93[fluorescence artefact?]	1.3
S=c1nc[nH]c2c1[nH]c1ccccc12	0.8	-35	nt	-30	5	0	nt	nt	nt
CCOc1ccc(OCC)c(S(=O)(=O)N2CCC(C)CC2)c1	1.1	-12	1[fluorescence artefact?]	0	5	2	6[fluorescence artefact?]	106	1.1
COc1ccc(S(=O)(=O)N(CC(=O)N/N=C/c2cccs2)c2cc(C)cc(C)c2)cc1OC	1.4	-24	nt	-1	4	-11	nt	nt	nt
CC(=O)O[C@]1(C(C)=O)CC[C@H]2[C@@H]3C=C(Cl)C4=CC(=O)CC[C@]4(C)[C@H]3CC[C@@]21C	nt	nt	-4	nt	nt	nt	-7	116	1.1
CC(C(=O)N1CCCCC1)n1ncn2cccc2c1=O (stereo unspecified)	nt	nt	-3	nt	nt	-11	0	113	1
Cc1cnc(NC(=O)CSc2nc3ccccc3s2)s1	1.2	15	-3	4	-4	19	7[fluorescence artefact?]	85	1.1
O=C(NCc1cn2ccsc2n1)c1cccs1	0.8	-3	1	2	6	9	-7	108	nt
CCOC(=O)c1cnc(SCC(=O)Nc2ccc(NC(=O)CC)c(OC)c2)nc1N	1.1	-1	9	2	0	-8	-25	114	1.1
CCOc1ccc(Nc2oc(-c3ccc(Cl)cc3)nc2C#N)cc1	0.9	nt	-12	2	nt	-8	0	96	1.7
O=C(CSc1nc2sc3c(c2c(=O)n1-c1ccccc1)CCCC3)NCc1ccco1	1	-8	nt	1	69	-6	nt	nt	1
C=CCN1C(=O)[C@]2(c3ccccc31)C1CCCC=C1C(C#N)=C(N)C2(C#N)C#N (stereo partly specified)	1	-2	-7	-4	7	-9	-12	115	1.1
Cc1cc2c(C)nc3ccccc3c2o1	nt	nt	-18	0	nt	nt	-19	104	1.2
CC1CC(C)CN(C(=O)c2ccc3c(c2NCCO)C(=O)c2ccccc2C3=O)C1 (stereo unspecified)	0.7	-9	-25[fluorescence artefact?]	1	0	-1	-19[fluorescence artefact?]	94[fluorescence artefact?]	1
CC1CCN(c2ccc(NC(=O)c3cccnc3)cc2)CC1	1.1	-10	-1[fluorescence artefact?]	-2	-6	3	-7[fluorescence artefact?]	90[fluorescence artefact?]	1.4
CCOC(=O)C1=C(O)C(=O)N(c2ccc(S(N)(=O)=O)cc2)C1c1ccc(OC)cc1OC (stereo unspecified)	1	-17	-5	-3	3	4	-3	105[fluorescence artefact?]	1.2
CCc1c(C(C)O)oc2ccc3c(C)cc(=O)oc3c12 (stereo unspecified)	1.1	nt	-5	4	nt	2	3	133	0.9
COc1ccc(NC(=O)CSc2nncn2C)c([N+](=O)[O-])c1	0.9	-6	nt	-1	0	6	nt	nt	nt
O=C(Nc1cccc2ncccc12)c1ccc(-c2ccc(Br)cc2)o1	1	7	nt	0	3	-13	nt	nt	nt
O=C(CCC1N=C2c3ccccc3N=C(SCc3ccc(F)cc3)N2C1=O)NCc1ccco1 (stereo unspecified)	1.5	14	2	-5	0	0	8	97	1
Cc1nc(SCC(=O)N2CC(=O)Nc3ccccc32)c2c(C)c(C)sc2n1	1.3	12	nt	4	2	-9	nt	nt	nt
N#Cc1c(-c2ccco2)cc(-c2cccnc2)nc1N	0.8	-3	37[fluorescence artefact?]	20*	3	2	48[fluorescence artefact?]	73[fluorescence artefact?]	1
CC(=O)c1cccc(S(=O)(=O)NCC(c2ccco2)N2CCCCC2)c1 (stereo unspecified)	1.4	28	6[fluorescence artefact?]	0	1	3	-8	101	1.1
Cc1c(CN(C)C(=O)CSc2nc(-c3ccco3)cc(C(F)(F)F)n2)cnn1C	1.1	5	-3	-4	-2	2	-8	126	1.2

Reprinted from the entries so far (two entries):
compound	PLAP act	CD11b adhes inh	ERb coact inh	FAK inh	Mac1 fbg enh	Ecoli WT expand	ERa coact inh	ERa SRC1 pot	MT1-MMP txn act
C=CCN1C(=O)[C@]2(c3ccccc31)C1CCCC=C1C(C#N)=C(N)C2(C#N)C#N (stereo partly specified)	1	-2	-7	-4	7	-9	-12	115	1.1
Cc1cc2c(C)nc3ccccc3c2o1	nt	nt	-18	0	nt	nt	-19	104	1.2

New compounds follow
compound	PLAP act	CD11b adhes inh	ERb coact inh	FAK inh	Mac1 fbg enh	Ecoli WT expand	ERa coact inh	ERa SRC1 pot	MT1-MMP txn act
O=C(NCc1ccccc1)C1CCCN(C(=O)Nc2ccccc2)C1 (stereo unspecified)	0.9	-20	6	0	5	6	5	117	1.2
CCOC(=O)N1CCC(NC(=O)c2ccc3c(c2)sc2nc(-c4ccc(OC)cc4)cn23)CC1	1	-29	nt	-4	51	-1	nt	nt	nt
O=S(=O)(c1ccc(S(=O)(=O)N2CCCN(Cc3ccccc3)C2)cc1)N1CCCCCC1	0.9	8	-1	0	9	3	-4	127	1.1
COCCNC(=O)C1=C(N)C(C(=O)Nc2ccc(C)c(S(=O)(=O)N3CCCCC3)c2)SC1=Nc1ccc(C)cc1C (stereo unspecified)	1.5	-24	nt	-1	65	-8	nt	nt	nt
O=C1CC(c2ccc(F)cc2)Cc2nc(NCC3CCCO3)ncc21 (stereo unspecified)	1	18	-10	1	6	-2	60*	93[fluorescence artefact?]	1.2
CC(=O)N1CCN=C1SCc1cccc(C(F)(F)F)c1	0.9	-30	-11	2	-3	1	-3	119	1.2
CN(C)c1ccc(-n2cc3c(=O)n(C)c(=O)n(C)c3c2)cc1	1.5	-13	-10	27*	0	2	0	83[fluorescence artefact?]	1.5
COc1ccccc1NC(=O)Cc1noc(CSc2nnc(C)s2)n1	1.1	14	-5	-1	4	-4	-18	115	1.1
O=C(Nc1ccc2c(c1)nc1n2CCN(Cc2ccccc2)C1)NC1CCCCC1	1	-5	-13	2	-1	1	0	115	1.1
O=C(CCCCn1c(=O)c2ccccc2n(Cc2ccc(Cl)cc2)c1=O)NCc1ccco1	0.8	-22	7	1	2	-13	15	114	1.1
CCOC(=O)c1cnc(SC)nc1Oc1cccc(NS(=O)(=O)c2ccccc2)c1	1	0	nt	-4	2	-23	nt	nt	nt
CCOC(=O)c1ccc2nc(NC(=O)c3ccco3)sc2c1	nt	nt	-1	4	nt	-9	5	105	1.5
O=c1c2c(nc3n1CCCCC3)-c1ccccc1CC21CCCC1	1.3	-59	0	2	4	-6	4	103	1.2
CC(=O)NC1C(=O)N(C)c2ccc(Br)cc21 (stereo unspecified)	1.2	-5	-4	-4	-1	4	-3	104	1.1
O=C(CSc1nnc(-c2ccco2)n1Cc1ccco1)NCc1cccs1	0.9	-8	22	-3	5	1	-2	112	1.1
Cc1ccc(N(C(=O)Cn2nnc3ccccc32)C(C(=O)NCc2ccco2)c2ccc(C)o2)cc1 (stereo unspecified)	1.5	1	2[fluorescence artefact?]	nt	1	-9	-1	90	1.1

Seven of the entries above in order of their number in ERa SRC1 pot, highest first.
| canonical_smiles | ERa SRC1 pot |
| --- | --- |
| O=S(=O)(c1ccc(S(=O)(=O)N2CCCN(Cc3ccccc3)C2)cc1)N1CCCCCC1 | 127 |
| CC(=O)N1CCN=C1SCc1cccc(C(F)(F)F)c1 | 119 |
| O=C(NCc1ccccc1)C1CCCN(C(=O)Nc2ccccc2)C1 (stereo unspecified) | 117 |
| COc1ccccc1NC(=O)Cc1noc(CSc2nnc(C)s2)n1 | 115 |
| O=C(CCCCn1c(=O)c2ccccc2n(Cc2ccc(Cl)cc2)c1=O)NCc1ccco1 | 114 |
| CCOC(=O)c1ccc2nc(NC(=O)c3ccco3)sc2c1 | 105 |
| CC(=O)NC1C(=O)N(C)c2ccc(Br)cc21 (stereo unspecified) | 104 |

Profiles from above:
Record of COCCNC(=O)C1=C(N)C(C(=O)Nc2ccc(C)c(S(=O)(=O)N3CCCCC3)c2)SC1=Nc1ccc(C)cc1C (stereo unspecified) : PLAP act: 1.5; CD11b adhes inh: -24; ERb coact inh: nt; FAK inh: -1; Mac1 fbg enh: 65; Ecoli WT expand: -8; ERa coact inh: nt; ERa SRC1 pot: nt; MT1-MMP txn act: nt
Record of O=S(=O)(/N=S1/CC=CCN1S(=O)(=O)c1ccccc1)c1ccccc1 (stereo unspecified) : PLAP act: 1.2; CD11b adhes inh: 10; ERb coact inh: -11; FAK inh: 1; Mac1 fbg enh: 0; Ecoli WT expand: -1; ERa coact inh: -4; ERa SRC1 pot: 83[fluorescence artefact?]; MT1-MMP txn act: 1.1
